# Assay outcomes: PubChem BioAssay, The Scripps Research Institute Molecular Screening Center
# TDP2 inh – human TDP2 enzyme inhibitors, primary screen, biochemical, epi absorbance, recombinant enzyme | Tyrosyl-DNA phosphodiesterase 2 (Homo sapiens), O95551 | T5PNP hydrolysis, p-nitrophenol absorbance 415 nm | inhibition, % at 12.8 µM | actives 0.34% (n = 370,000);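 active = inhibition above the mean of all tested compounds plus 3 SD, set per campaign, cut at about 25% in these data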;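 note: 0% = DMSO with enzyme and 100% = buffer with substrate but no TDP2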
#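 Evaluation: % inhibition relative to enzyme-containing and enzyme-free wells. Material: recombinant human TDP2. Benchmarks: enzyme-free and DMSO wells. Timing: enzyme reaction with compound for 2 h at 37 °C. Compound dosing: 12.8 µM only. Measured by: p-Nitrophenol epi absorbance. Reagent: T5PNP substrate at 5 mM, a TopII-DNA adduct mimic. Replication: single well per compound.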
# proKLK7 act – proKLK7 zymogen activators, primary screen, biochemical, fluorescence intensity | Kallikrein-7 (Homo sapiens), P49862 | purified proKLK7, EDANS-DABCYL substrate fluorescence; 100% is mature enzyme control, 0% vehicle | actives 0.9% (n = 370,000) | activation, % at 7 µM;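 active = activation above the mean of all tested compounds plus 3 SD, computed per campaign excluding outliers beyond control limits, cut at about 13% in these data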
# DDE Tn7 FP inh – inhibitors of Tn7 peptide binding to fibrin DD(E), primary screen, biochemical, fluorescence polarization, human fibrin, Tn7 probe; Fibrinogen beta chain (Homo sapiens), P02675; inhibition, % at 8.3 µM; FP displacement of FITC-Tn7 peptide from fibrin DD(E); 0% = median of compound wells per plate; actives 0.13% (n = 370,000); AID 720508, 2013;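 active = inhibition above the mean of compounds falling within the control limits plus 3 SD of them, cut at about 14% in these data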;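 note: 0% = plate median of compound wells and 100% = 10 µM Aha-Tn7 peptide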
#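 system = human fibrin DD(E) protein | quantity = DD(E) 2 µM final | medium = Tris/NaCl/CaCl2 buffer, pH 7.8 | also added = labelled Tn7 tracer, 0.1 µM | compound dosing = single point at 8.3 µM | timing = compound with protein 10 min, then 3 h after probe, room temperature | signal = FP measurement | benchmarks = Aha-Tn7 high control | repeats = one replicate per compound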
# TCR CD3 inh – inhibitors of human TCR-CD3 interaction, primary screen, biochemical, fluorescence, TAMRA-labeled TCR probe; actives 0.37% (n = 360,000); inhibition, % at 9.4 µM; AID 651800, 2012; T-cell receptor (TCR); in the data active = inhibition above about 19%;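 note: recombinant mutant TCR 2C K166C tagged with TAMRA read by polarization; 0% = receptor in buffer alone and 100% = receptor with positive control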
# MBD2 DNA inh – inhibitors of MBD2 binding to methylated DNA, primary screen, biochemical, TR-FRET, DNA-binding domain, human. MBD2 binding to methylated oligonucleotide. inhibition, % at 4.4 µM. actives 0.31% (n = 370,000); in the data active = inhibition above about 13%
# LEDGF integ inh – blockers of LEDGF/p75-dependent integrase strand transfer – biochemical, TR-FRET, high throughput, primary screen; HIV-1 integrase (with human LEDGF/p75); TR-FRET IN-LEDGF/p75 DNA integration, Eu/Cy5; inhibition, % at 3.7 µM; actives 0.64% (n = 370,000); AID 743269, 2014;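 active = inhibition above the screen-wide mean plus 3 SD, cut at about 13% in these data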;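 note: signal is the Cy5 over europium emission ratio at 671 and 618 nm; 0% = plate median of compound wells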
# Tn6 DDE FP – inhibitors of Tn6 peptide binding to fibrin DD(E), primary screen, biochemical, fluorescence polarization, human fibrin, Tn6 probe; Fibrinogen beta chain (Homo sapiens), P02675; Fibrin DD(E) TRITC-Tn6 fluorescence polarization displacement; inhibition, % at 8.3 µM; actives 0.21% (n = 370,000); AID 720509, 2013;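 active = inhibition above a per-campaign cutoff: mean of compounds within control limits plus 3 SD, cut at about 15% in these data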;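 note: 0% = median of all compound wells on the plate and 100% = blocking peptide control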
# UHRF1 binding – UHRF1 methylated DNA binding inhibitors, primary screen, counter-screen for MBD2 inhibitor project, biochemical, TR-FRET, human UHRF1, single concentration; actives 0.75% (n = 370,000); UHRF1 binding to methylated oligo; inhibition, % at 4.4 µM; in the data active = inhibition above about 21%;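 note: UHRF1 SRA domain binding a hemimethylated CpG hairpin DNA probe; 0% = median of test compound wells and 100% = reference inhibitor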
# SIAE primary – human SIAE inhibitors, primary screen, biochemical, fluorescence polarization, FP-Rh probe, 1536-well HTS | Sialate O-acetylesterase (Homo sapiens), Q9HAT2 | SIAE FP-Rh probe binding | inhibition, % at 9.66 µM | actives 0.69% (n = 370,000);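 active = inhibition above a cutoff: mean of compounds within the control limits plus 3 SD of those, cut at about 17% in these data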;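 note: 0% = plate median of compound wells and 100% = probe without SIAE protein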
# Target sequence (Q9HAT2 whole entry, looked up): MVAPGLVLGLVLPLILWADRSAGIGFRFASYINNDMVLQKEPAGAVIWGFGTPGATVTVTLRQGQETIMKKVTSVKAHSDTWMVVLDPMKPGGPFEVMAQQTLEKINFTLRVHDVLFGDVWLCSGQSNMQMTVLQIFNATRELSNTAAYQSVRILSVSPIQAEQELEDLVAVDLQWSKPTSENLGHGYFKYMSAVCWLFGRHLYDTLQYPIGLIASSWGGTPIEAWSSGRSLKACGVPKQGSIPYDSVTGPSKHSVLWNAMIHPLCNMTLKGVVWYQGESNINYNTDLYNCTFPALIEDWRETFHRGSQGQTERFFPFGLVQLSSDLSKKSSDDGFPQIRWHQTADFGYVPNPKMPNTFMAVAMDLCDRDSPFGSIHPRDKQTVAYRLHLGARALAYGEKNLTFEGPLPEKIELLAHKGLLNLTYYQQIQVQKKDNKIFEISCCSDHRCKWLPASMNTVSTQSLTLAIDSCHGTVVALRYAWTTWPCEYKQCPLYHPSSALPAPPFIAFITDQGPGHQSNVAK
# PRMT1 FP inh – PRMT1 methyltransferase inhibitors, primary screen, biochemical, fluorescence polarization | recombinant PRMT1, activity-based probe fluorescence polarization | inhibition, % at 2.79 µM | actives 1.3% (n = 370,000);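 active = inhibition above about 21% made by adding two undisclosed values, limit read from the data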
# Target sequence (Q99873 whole entry, looked up): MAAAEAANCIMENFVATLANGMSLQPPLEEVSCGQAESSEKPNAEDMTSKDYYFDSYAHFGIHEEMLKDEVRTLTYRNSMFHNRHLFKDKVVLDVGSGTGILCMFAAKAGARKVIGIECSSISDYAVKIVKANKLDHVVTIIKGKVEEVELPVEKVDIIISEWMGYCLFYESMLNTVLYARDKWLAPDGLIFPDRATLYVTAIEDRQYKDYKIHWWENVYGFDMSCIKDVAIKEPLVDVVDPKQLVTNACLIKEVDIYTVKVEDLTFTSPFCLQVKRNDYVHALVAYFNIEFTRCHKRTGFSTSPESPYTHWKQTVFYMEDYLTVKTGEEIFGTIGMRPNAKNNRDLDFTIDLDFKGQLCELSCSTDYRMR
# Starred values were filed as active, the others as inactive.
SMILES,TDP2 inh,proKLK7 act,DDE Tn7 FP inh,TCR CD3 inh,MBD2 DNA inh,LEDGF integ inh,Tn6 DDE FP,UHRF1 binding,SIAE primary,PRMT1 FP inh
O=C(Nc1ccccc1)N1CCC(O)(c2cccc(C(F)(F)F)c2)CC1,11,-0.7,-2,1,-4,2,11,-1,4,-3
Cc1cc(C)nc(N/N=C/c2ccncc2)n1,4,0.2,11,8,-3,-3,5,-3,5,-2
Clc1cccc(OCCN2CCOCC2)c1,1,-0.3,-1,-8,7,1,-2,4,-4,3
Cc1ccc(OCC(=O)Nc2cccc(S(=O)(=O)N3CCCCC3)c2)c([N+](=O)[O-])n1,0,-0.1,-3,17,0,5,-5,0,-2,2
O=C(CCNS(=O)(=O)c1cccc(C(F)(F)F)c1)NC1CC1,4,-0.2,0,-5,-2,3,-6,2,1,0
CCN1C(=O)CC(C(=O)OC)=C1C,6,0.0,1,0,2,-5,-3,-1,3,3
CCOc1ccccc1C1C(C(=O)Nc2ccccc2OC)=C(C)Nc2nc(CCCO)nn21 (centres undefined),-11,0.3,6,-1,2,-4,4,22*,7,0
Cc1ccc(S(=O)(=O)N2CCOCC2)cc1C(=O)Nc1nc2ccccc2[nH]1,10,-0.3,-6,-3,5,-1,-3,-1,2,-1
CCC1=NN(C(=O)COc2ccccc2)C(O)(c2ccc(Br)cc2)C1 (centres undefined),1,0.2,1,9,6,0,-12,4,-3,-1
CCOP(=O)(c1c(F)c(F)c(F)c(F)c1F)C(O)c1ccccc1 (centres undefined),7,0.0,-3,1,-6,4,-5,1,5,-7
O=C(CN1CCCCCCC1)Nc1cccc(Cl)c1Cl,7,-0.6,-2,2,-2,1,-5,1,0,0
COc1ccc(N/C(N)=N/c2nc(CSc3ccc(Cl)cc3)cc(=O)[nH]2)cc1,-11,0.6,2,-3,-3,3,-1,1,-2,-3
COc1cc(OC)c(NC(=O)Cc2cccs2)cc1Cl,4,-0.4,1,-7,0,-6,-8,0,2,2
O=C(NC(C(=O)c1ccccc1)n1ccc(=O)[nH]c1=O)c1ccccc1 (centres undefined),-1,-0.7,-4,-8,7,2,-6,2,4,0
O=C(Nc1nccs1)C1(c2ccc(Cl)cc2)CC1,4,0.1,-5,4,4,4,3,-2,-2,-2
Cc1ccc(/C=N/NC(=O)CSCc2ccc(Cl)cc2)cc1,-9,0.3,5,9,-8,-4,8,-1,-5,0
CC1CC1C(=O)OCc1cc(=O)n2cc(Br)ccc2n1 (centres undefined),11,0.9,-6,0,-2,-2,1,8,2,-1
CCOC(=O)C1CCCN(Cc2ccc(OC)c(OCc3ccccc3)c2)C1 (centres undefined),6,-0.2,7,-11,2,0,3,-1,-4,1
CCc1sc(N(C(=O)Cc2ccccc2)c2ccccc2)nc1-c1ccccc1,-3,0.2,0,-1,-3,0,-11,3,-2,-3
CC(C)NC(=O)CSc1nc(Cc2ccccc2)nc2ccccc12,3,0.5,4,1,-1,4,0,0,0,-1
COc1ccc(C2C(C(=O)N3CCN(C)CC3)c3cc(OC)c(OC)cc3C(=O)N2C)cc1 (centres undefined),-11,0.2,-8,11,-7,-2,-1,-1,-4,-6
CN(C)C(=O)CCc1ccc2c3c([nH]c2c1)[C@]1(C)[C@@H](C(=O)N2CCOCC2)C[C@H](CC(=O)NCCN2CCOCC2)C(=O)N1CC3,8,-0.1,2,-1,3,-5,4,-2,4,-3
CCCOc1ccc(-c2c(C(=O)N/N=C/c3ccc(C)o3)nnn2-c2nonc2N)cc1,-7,-4.2,-6,-1,-3,-4,2,3,2,-1
O=C(COc1cccc2ccccc12)NNC(=O)Nc1ccccc1,-14,-0.7,-9,3,3,5,-6,2,-2,3
O=C1C(Cl)=C(N2CCCCC2)C(=O)N1Cc1ccccc1,-1,0.7,9,8,3,-3,-5,1,18*,-4
Cc1cccc(OCCNC(=O)c2cc(-n3cnnc3)ccc2Cl)c1,-14,-0.2,0,0,9,3,2,6,-10,0
Cn1ncc2c(Sc3ccc(Cl)cc3)ncnc21,1,0.2,4,-2,3,-3,-2,1,1,3
S=C(Nc1nc2c(s1)CCCC2)NC1CC1,-10,0.1,7,-7,-1,-1,-3,5,4,10
CCc1ccc2[nH]c(=O)c(C(c3nnnn3CCOC)N3CCN(c4ccccc4)CC3)cc2c1 (centres undefined),5,-1.0,1,7,-4,1,-7,-1,5,1
CC1CC(C)CN(C(=O)C2CCN(C(=O)Nc3ccccc3)CC2)C1 (centres undefined),-12,-0.5,4,-1,5,-5,-3,6,-8,5

# The last 2 records of the part above lead into the next:
SMILES,TDP2 inh,proKLK7 act,DDE Tn7 FP inh,TCR CD3 inh,MBD2 DNA inh,LEDGF integ inh,Tn6 DDE FP,UHRF1 binding,SIAE primary,PRMT1 FP inh
CCc1ccc2[nH]c(=O)c(C(c3nnnn3CCOC)N3CCN(c4ccccc4)CC3)cc2c1 (centres undefined),5,-1.0,1,7,-4,1,-7,-1,5,1
CC1CC(C)CN(C(=O)C2CCN(C(=O)Nc3ccccc3)CC2)C1 (centres undefined),-12,-0.5,4,-1,5,-5,-3,6,-8,5
COc1ccccc1C(=O)Nc1ccnn1C1CCN(CCC(C)c2ccc(C)o2)CC1 (centres undefined),11,0.3,-4,-5,5,-4,2,1,5,9
O=C(N/N=C/c1ccc(Br)s1)c1ccc([N+](=O)[O-])cc1,-14,0.5,-10,3,3,4,-9,1,-16,-5
Cc1cc(NC(=O)CCCN2C(=O)c3cccnc3C2=O)no1,7,0.1,-1,5,-6,-2,2,4,3,1
COc1ccc(-c2cc(=O)[nH][nH]2)cc1OC,87*,-29,2,-3,16*,42*,10,17,5,14
Cc1cccc(Cn2nc(C(C)(C)C)cc2C(=O)Nc2ccc(F)cc2)c1,-11,0.2,4,-5,1,-2,1,1,-26,-1
N#CCCn1cc(/C=N/O)c(-c2cccc([N+](=O)[O-])c2)n1,10,0.9,2,1,0,1,-2,-3,7,-7
Cc1ccc(C2(c3ccccc3)NC(=O)N(CC(=O)N(C)C3CCS(=O)(=O)C3)C2=O)cc1C (centres undefined),4,-0.2,-4,3,6,3,-5,0,1,-13
O=C1c2cnc3nc(SCc4cccc(Cl)c4)nn3c2CC2c3ccccc3CCN12 (centres undefined),0,-0.1,-3,1,-2,2,-5,-1,-2,0
O=[N+]([O-])c1cccc(S(=O)(=O)NCc2ccncc2)c1,-3,-0.4,1,-6,-1,-3,6,-1,6,4
O=C(c1ccc(Cl)c([N+](=O)[O-])c1)N(Cc1cccc(Cl)c1)C1CCS(=O)(=O)C1 (centres undefined),-5,0.7,-4,2,-3,1,0,-1,10,-2
Cc1oc(/C=N/NC(=O)CC2(C)OCCO2)cc1Br,4,-0.5,0,4,-4,1,5,-2,2,0
Cc1cc(SC#N)cc(C)c1NC(=O)CCl,-2,0.2,-1,1,3,-4,4,-1,3,15
COC(=O)NNC(=O)c1ccc(C(C)(C)C)cc1,-3,0.0,-2,-1,-3,-1,3,4,5,-1
CC(SC(C)C(=O)NN=Cc1cccc(Cl)c1)C(=O)NN=Cc1cccc(Cl)c1 (centres undefined),-15,0.1,-3,-5,-2,-1,-3,2,1,-1
CCOc1ccccc1CNC(c1ccccc1)c1ccccc1,-25,0.3,6,-2,1,6,3,0,-3,-4

# Taken from above.
# Value of `CC(SC(C)C(=O)NN=Cc1cccc(Cl)c1)C(=O)NN=Cc1cccc(Cl)c1` (centres undefined) in SIAE primary: 1
# Value of `Cc1oc(/C=N/NC(=O)CC2(C)OCCO2)cc1Br` in MBD2 DNA inh: -4
# Value of `Cc1cc(SC#N)cc(C)c1NC(=O)CCl` in UHRF1 binding: -1
# Value of `COc1ccccc1C(=O)Nc1ccnn1C1CCN(CCC(C)c2ccc(C)o2)CC1` (centres undefined) in TDP2 inh: 11

# Next structures.
SMILES,TDP2 inh,proKLK7 act,DDE Tn7 FP inh,TCR CD3 inh,MBD2 DNA inh,LEDGF integ inh,Tn6 DDE FP,UHRF1 binding,SIAE primary,PRMT1 FP inh
Cc1ccc([C@@H]2[C@@H]3C(=O)N(c4ccccc4)C(=O)[C@@H]3[C@]3(C)C(=O)N(Cc4ccc(-c5ccccc5)cc4)CC(=O)N23)o1,-7,0.5,1,0,4,-1,1,0,-15,8
O=C(CS(=O)(=O)Cc1ccccc1)Nc1nc2ccccc2s1,5,0.1,-1,5,-2,0,-9,1,-1,-2
COc1cc2cc(-c3ccc(OC)c(OC)c3C)nc(N)c2cc1OC,8,-0.2,-6,-5,2,-4,3,0,8,1
CCOC(=O)c1cc(C)sc1NC(=O)c1ccc(Cl)s1,4,0.3,-4,6,-2,-1,3,-1,3,2
CCN(c1ccc(C(=O)CSc2nnc(C3CC3)n2C2CC2)cc1)S(C)(=O)=O,-11,-0.3,9,-11,-1,-6,9,0,1,4
CCc1nc2c(OCC(=O)C(C)(C)C)cccn2c1N(C=O)CC(=O)N(C)C,7,0.2,-12,7,-4,0,1,-5,5,-3
CN1CCN(C(c2ccccn2)c2cc(Cl)c3cccnc3c2O)CC1 (centres undefined),-2,-0.2,1,-6,-8,-4,5,-5,11,3
NC1=NC(=O)C(CC(=O)NCc2ccccc2)S1 (centres undefined),6,0.0,-5,3,0,-1,5,2,-1,17
COc1ccc(CN2C(=O)C(CC(C)C)Nc3ncnc(N4CCCCC4)c32)cc1 (centres undefined),-3,-1.0,4,0,1,0,-2,-1,-5,1
O=C(OC1CCS(=O)(=O)c2sccc21)c1ccccc1 (centres undefined),-8,-1.0,-3,-3,-5,1,2,3,14,0
CCOC(=O)c1cnn(-c2ccccc2)c1-n1cccc1C(=O)C(=O)Nc1ccccc1,-2,0.5,7,4,-5,-2,8,-2,-2,-3
Clc1ccc(OCCN2CCOCC2)cc1Cl,2,-0.6,3,-2,4,-1,-4,6,4,3
COc1ccc(OCC(O)Cn2c(Nc3cccc(C)c3)nc3c2c(=O)n(C)c(=O)n3C)cc1 (centres undefined),2,0.3,-7,10,-4,2,-4,1,1,0
O=C(NCc1ccc(F)cc1)c1cc(C2CCCCN2C(=O)c2cccs2)on1 (centres undefined),5,0.0,0,-1,4,-4,-5,2,0,2
O=C(NCC(=O)N(c1cccc(F)c1)C(C(=O)NC1CCCC1)c1ccco1)c1ccco1 (centres undefined),-5,-0.3,4,0,5,-1,4,3,-5,0
Cc1cccc(CSCc2ccc(C(=O)NC(C)C)o2)c1,5,0.5,-6,9,-1,1,-6,-3,2,3
